Bioassay records deposited in PubChem BioAssay by National Center for Advancing Translational Sciences (NCATS).
Coupling enz = qHTS Assay for Inhibitors of Fructose-1,6-bisphosphate Aldolase from Giardia Lamblia: Coupling assay counterscreen; coupling enzyme system counterscreen, AmpLite Red fluorescence; activity change, negative = inhibition, % at 58.2 µM, hits read low; 290,000 tested, 0.67% active; in the data active = activity change below about -30%; also: % is scaled to controls: 0 for no effect and ±100 for the full control effect
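Compounds tested against the coupling enzymes alone at 57.5 uM final; readout was AmpLite Red fluorescence (525/598 nm) after 20 min at RT.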
CXXC DNA block = qHTS Fluorescence Polarization Assay for Inhibitors of MLL CXXC domain - DNA interaction; Potency, µM (series often up to 115 µM), without a hit: top-dose activity change, negative = inhibition, hits mostly inhibitors; MLL-CXXC / FITC-HOXA9 DNA fluorescence polarization; 290,000 tested, 0.037% active; Histone-lysine N-methyltransferase 2A (Homo sapiens), Q03164; active = well fitted inhibition curve with a large enough effect in the polarisation, with a control signal flat, not every such curve was filed as active; inconclusive = small, poorly fitted or top-dose-only effect, or effect the other way, or a change in a side signal; inactive = no such curve, though single readings can be large or run the other way; the % refers to the polarisation; also: potency is read from the fitted curve at half-maximal effect
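Fluorescence polarization: 7 uM MLL-CXXC (stock) preincubated 5 min with compounds, then 50 nM fluorescein-HOX-A9 DNA (stock) added; 30 min ambient. Buffer 50 mM Tris-HCl pH 7.5, 50 mM NaCl, 1 mM DTT, 0.05% BSA.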
MBNL1-CUG inh = qHTS Assay for Inhibitors of MBNL1-poly(CUG) RNA binding; Potency, µM (highest dose often 57.5 µM), for inactives: at the top dose activity change, negative = inhibition, actives largely listed as inhibitors; 280,000 tested, 0.036% active; Muscleblind-like protein 1 (Homo sapiens), Q9NR56; TR-FRET MBNL1-His/biotin-(CUG)12 binding, 665/545 ratio; active = well fitted inhibition curve with a large enough effect in the signal ratio, with a control signal flat, not every such curve was filed as active; inconclusive = small, poorly fitted or top-dose-only effect, or effect the other way, or a change in a side signal; inactive = no such curve, though single readings can be large or run the other way; the % refers to the signal ratio; also: potency is read from the fitted curve at half-maximal effect; % is scaled to controls: 0 for no effect and ±100 for the full control effect
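Compounds (final 92 nM to 58 uM) are added to His-tagged MBNL1 and biotin-(CUG)12, then terbium anti-His antibody and streptavidin-XL665 (5 nM final). After 60 min at room temperature, the 665/545 nm ratio is read.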
ASM inhibitor = Inhibitors of Secretory Acid Sphingomyelinase (S-ASM): qHTS | Sphingomyelin phosphodiesterase (Homo sapiens), P17405 | placental ASM, HMU-PC fluorogenic substrate, 60 min | Potency, µM (doses to about 57.5 µM), without a hit: at the highest dose activity change, negative = inhibition, usual class: inhibitors | 340,000 tested, 0.006% active; also: potency is read from the fitted curve at half-maximal effect
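Human placenta-derived ASM enzyme was preincubated with compound for 10 minutes at room temperature, then given fluorogenic substrate HMU-PC0 (9 uM final) for 60 minutes at 37 °C; a pH 10 stop preceded fluorescence reading at Ex 386/Em 447 nm.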
A-T KAP1 phos = qHTS Assay for Identifying a Potential Treatment of Ataxia-Telangiectasia | […] A-T fibroblasts, KAP-1 phosphorylation AlphaLISA; neocarzinostatin DNA damage 30 min before lysis | Potency, µM (series often up to 57.5 µM), for inactives: at the top dose activation, most hits filed as activators | 320,000 tested, 0.19% active | AID 485349, 2010; also: potency is read from the fitted curve at half-maximal effect; % of control where 0% means no effect; nearly all actives have a fitted effect of over 45% in size
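ATM-like activity read as KAP-1 phosphorylation via AlphaLISA donor/acceptor antibody pairs after lysis and 6 hr at 25C. Cells were ATM-null patient fibroblasts ([…], hTERT), dosed 60 min, then exposed to the DSB inducer NCS for 30 min.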
GALK inhibitor = qHTS Assay for Inhibitors of Human Galactokinase (GALK); P51570; Purified GALK, Kinase-Glo residual ATP luminescence; Potency, µM (titrated, usually from 57.5 µM), without a hit: at the highest dose activity change, negative = inhibition, usual class: inhibitors; 270,000 tested, 0.007% active; AID 1868, 2009; also: potency is read from the fitted curve at half-maximal effect; % is scaled to controls: 0 for no effect and ±100 for the full control effect
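Human GALK (5 nM) with 35 uM ATP and 100 uM galactose in 20 mM HEPES pH 8.0, 5 mM MgCl2, 60 mM NaCl, 1 mM DTT, 0.01% BSA. After 1 h at room temperature, leftover ATP was read by Kinase-Glo Plus luminescence.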
TRPV1 agonist = HTS Assay for Compounds that Act as Agonists of the Vanilloid Receptor 1; Transient receptor potential cation channel subfamily V member 1 (Homo sapiens), Q8NER1; TRPV1-expressing cells, Fluo-8 calcium influx, agonist mode; activation, % at 8.33 µM; 320,000 tested, 0.19% active; in the data active = activation above about 80%; inconclusive = between about 30% and that limit; also: 0% is about no effect
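Cells expressing TRPV1 were dye-loaded with Fluo-8 and read kinetically: 10 s baseline, 3 min after compound (agonist portion), then 2 min after EC20 capsaicin (allosteric enhancer portion). Calcium-bound dye fluorescence at 480/520 nm.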
KCNH2 3.1 block = qHTS for Inhibitors of KCHN2 3.1: Mutant qHTS; U2OS KCNH2 3.1, thallium flux FluxOr; stronger effect = lower value; 340,000 tested, 0.95% active; activity change, % (tested at about 1.8 µM); Potassium voltage-gated channel subfamily H member 2, brain isoform KCNH2 3.1 (human);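 active = maximum activity change below -70%; inconclusive = maximum activity change from -70% to -50%; inactive = maximum activity change above -50%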;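 also: thallium influx rate constant from kinetic fluorescence after stimulation buffer; % is scaled to controls: 0 for no effect and ±100 for the full control effect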
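Kinetic fluorescence (2 min after stimulation buffer) measures Tl+ influx through KCNH2 3.1 expressed by viral transduction in U2OS cells; the rate constant is normalized against DMSO controls serving as positive and negative references.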
Integrin act MD = qHTS for Activators of Integrin-Mediated Alleviation for Muscular Dystrophy. 350,000 tested, 0.064% active. alpha7betagal myoblasts, beta-gal FDG fluorescence, 48 h. Potency, µM (doses to about 38.3 µM), without a hit: top-dose activation, actives largely listed as activators;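 also: potency is read from the fitted curve at half-maximal effect; 100% = response of the positive control SU9516; nearly all actives have a fitted effect of over 60% in size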
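alpha7betagal+/- myoblasts (passage 13, 250/well) treated 48 h at 37C with compounds at 1:260 dilution of DMSO stock. Lysed, then beta-galactosidase activity read as FDG fluorescence (ex 480/em 540) after 30 min, with pre-read for autofluorescence.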
KCNH2 WT inh = qHTS for Inhibitors of KCHN2 3.1: Wildtype qHTS. 340,000 tested, 0.37% active. Voltage-gated inwardly rectifying potassium channel KCNH2 (Homo sapiens), Q12809. U2OS, BacMam KCNH2, thallium flux FluxOr; stronger effect = lower value. activity change, % at 1.84 µM;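 active = maximum activity change below -70%; inconclusive = maximum activity change between -70% and -50%; inactive = maximum activity change above -50%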; also: % is scaled to controls: 0 for no effect and ±100 for the full control effect
Target sequence (Q12809 whole entry, looked up): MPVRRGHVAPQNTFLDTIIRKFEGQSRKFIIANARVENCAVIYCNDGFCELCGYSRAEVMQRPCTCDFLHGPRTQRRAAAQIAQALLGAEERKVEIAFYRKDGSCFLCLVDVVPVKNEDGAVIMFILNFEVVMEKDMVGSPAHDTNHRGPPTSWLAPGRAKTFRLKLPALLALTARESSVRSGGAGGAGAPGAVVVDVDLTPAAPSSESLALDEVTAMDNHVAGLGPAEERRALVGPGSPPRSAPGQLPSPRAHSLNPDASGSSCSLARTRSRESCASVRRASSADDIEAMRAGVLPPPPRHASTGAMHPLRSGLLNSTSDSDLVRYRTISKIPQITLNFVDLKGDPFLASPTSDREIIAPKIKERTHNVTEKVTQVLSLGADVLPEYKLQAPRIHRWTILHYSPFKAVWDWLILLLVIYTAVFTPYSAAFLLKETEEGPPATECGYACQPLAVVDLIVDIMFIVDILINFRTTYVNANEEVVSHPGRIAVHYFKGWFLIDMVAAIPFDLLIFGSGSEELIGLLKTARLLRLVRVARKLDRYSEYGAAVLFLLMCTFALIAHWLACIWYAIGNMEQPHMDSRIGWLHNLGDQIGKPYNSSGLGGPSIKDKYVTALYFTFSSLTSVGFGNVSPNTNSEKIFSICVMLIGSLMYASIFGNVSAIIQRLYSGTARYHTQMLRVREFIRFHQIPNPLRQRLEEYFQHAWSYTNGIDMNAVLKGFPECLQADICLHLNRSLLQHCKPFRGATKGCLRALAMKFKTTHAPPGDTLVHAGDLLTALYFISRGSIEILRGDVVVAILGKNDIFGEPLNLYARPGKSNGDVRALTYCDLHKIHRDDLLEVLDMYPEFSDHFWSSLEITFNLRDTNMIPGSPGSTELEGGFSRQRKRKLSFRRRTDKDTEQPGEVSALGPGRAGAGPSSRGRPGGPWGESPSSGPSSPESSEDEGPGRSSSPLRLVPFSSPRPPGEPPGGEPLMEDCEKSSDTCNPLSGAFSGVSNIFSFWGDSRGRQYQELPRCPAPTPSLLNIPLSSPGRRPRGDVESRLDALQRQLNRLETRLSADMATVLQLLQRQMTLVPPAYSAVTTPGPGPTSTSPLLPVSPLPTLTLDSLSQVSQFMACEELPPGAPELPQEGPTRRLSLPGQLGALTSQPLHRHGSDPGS
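U2OS cells transduced with wild-type KCNH2 virus are loaded with FluxOr dye for 45 min, and thallium flux is measured in kinetic reads before and after stimulation buffer. Rate constants are normalized to DMSO controls.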
An asterisk follows results filed as active; i = inactive; ? = inconclusive; . = no result given; [ ] = remark or other dose. Unless noted, calls follow the shape of the dose curve; as a rule, active = well fitted curve in the direction sought with a large enough effect; inconclusive = small, poorly fitted or top-dose-only effect, or another doubt; inactive = no such curve, though single readings can be large; an effect the other way counts as inactive or inconclusive. An unsorted share of the library; about 2% have a hit in one of these screens.

SMILES	Coupling enz	CXXC DNA block	MBNL1-CUG inh	ASM inhibitor	A-T KAP1 phos	GALK inhibitor	TRPV1 agonist	KCNH2 3.1 block	Integrin act MD	KCNH2 WT inh
O=C(NCCSc1c[nH]c2ccccc12)c1ccc2c(c1)OCO2	0	6%	-3%	-4%	5%	2%	?	19	13%	-21
O=C1[C@@H](Oc2ccccc2)[C@@H](c2ccncc2)N1c1ccncc1	.	.	.	1%	2%	.	.	5	22%	-8
O=C(N/N=C/c1ccc(OC(F)F)cc1)c1ccc(Br)cc1	2	24%	6%	-1%	14%	1%	?	-17	-8%	11
CN(CC(=O)Nc1cccc(F)c1)C(=O)c1ccc(OCc2ccccc2)cc1	.	.	.	-7%	1%	.	12	3	0%	0
CCCOc1ccc(C(CC(=O)O)NC(=O)c2cccs2)cc1 (stereo not drawn)	2	2%	1%	3%	4%	-2%	-2	2	?	-2
Cc1ccc(CNS(=O)(=O)CCNC(=O)c2ccc3c(c2)OCO3)cc1	.	.	.	1%	-7%	.	-3	-13	4%	-10
C=CCOc1ccc(Br)cc1CNCCCN1CCOCC1	2	-2%	.	9%	-6%	1%	-1	15	-25%	1
c1ccc2nc(-c3nc4ccccc4o3)ccc2c1	-3	7%	?	-2%	5%	6%	-5	0	8%	9
CCC1CN(C(=O)N2CCC(C(=O)Nc3ccccc3F)CC2)c2ccccc2O1 (stereo not drawn)	.	-3%	4%	-1%	-3%	-6%	2	-18	?	-1
CN(C)CCOC(=O)c1sc2ccccc2c1Cl	2	1%	14%	-2%	3%	13%	3	7	-32%	3
O=C(NC(=S)Nc1ccccc1Br)C1CCC1	-1	-12%	-2%	-1%	14%	-1%	23	17	0%	2
COCCN(C(=O)CNC(=O)c1ccco1)C(C(=O)NC1CCCC1)c1cccs1 (stereo not drawn)	1	-1%	1%	-1%	2%	-1%	-4	-2	5%	-12
Cc1nnc(NC(=O)CSc2nnc(CC(=O)Nc3ccccc3Cl)n2C)s1	-2	-19%	-5%	1%	-5%	0%	-7	3	22%	-23
Nc1ncc(Br)cc1S(=O)(=O)Nc1cc(C(F)(F)F)cc(C(F)(F)F)c1	.	5%	3%	-1%	1%	-1%	5	10	0%	10
Cc1ccc(S(=O)(=O)N2CCC(C(=O)N3CCN(Cc4ccccc4)CC3)CC2)cc1	3	3%	-16%	4%	1%	-1%	-1	1	0%	1
O=C(N/N=C/c1ccc2c(c1)OCO2)c1ccc(NS(=O)(=O)c2cccs2)cc1	2	-5%	10%	-3%	-9%	4%	1	3	-12%	10
Cc1noc(C)c1COc1ccccc1C(=O)NCc1ccco1	.	.	.	4%	6%	.	9	12	2%	-11
CCC(C)Nc1nc(Cl)nc(N(C#N)CN2C(=O)c3ccccc3S2(=O)=O)n1 (stereo not drawn)	1	12%	1%	-1%	-11%	1%	0	-2	-12%	i
COc1ccc(Nc2nnc(-c3ccc(N4CCOCC4)c([N+](=O)[O-])c3)c3ccccc23)cc1	0	-3%	?	0%	0%	-1%	24	-4	0%	-1
COC(=O)C1=C(c2ccc(OC)cc2)OC(=O)C1(C)C	0	3%	-6%	0%	6%	.	1	-18	11%	5
COC(=O)Nc1nc2ccc(SC(C)C)cc2[nH]1	-2	.	.	-8%	5%	.	16	-4	.	5
CCOP(=O)(OCC)c1nc(-c2ccc(C)cc2)oc1N1CCOCC1	.	.	.	2%	.	.	.	-14	6%	-4
Cn1c(SCC(=O)c2ccccc2)nnc1C1COc2ccccc2O1 (stereo not drawn)	2	-1%	-2%	1%	-2%	.	4	-1	24%	-12
Oc1c(Br)cc(Cl)cc1C=Nc1ccccc1Br	-1	5%	-9%	1%	2%	-2%	1	1	-17%	-3
CCC(CC)c1nnc(NC(=O)CN2C(=O)c3ccccc3C2=O)s1	1	9%	-6%	-2%	-3%	6%	0	-8	-20%	-12
c1ccc(SSc2ccccn2)nc1	.	.	.	4%	.	.	.	-4	-73%[inhibitor]	-5
COc1cccc(-c2nc(CS(=O)(=O)CC(=O)N3CCc4ccccc4C3)c(C)o2)c1	-24	-2%	-20%	-9%	-2%	-3%	23	2	21%	-7
O=C(Oc1c(Cl)cc(Cl)c2cccnc12)N1CCCCC1	2	-3%	3%	-1%	-14%	0%	-1	3	9%	-5
O=C(NCc1cccc(Cl)c1)c1cnn2c1NC(c1ccco1)CC2C(F)(F)F (stereo not drawn)	-4	7%	2%	-3%	4%	-4%	8	-14	-15%[7.66 µM]	-9
C[C@H](CO)N1C[C@H](C)[C@@H](CN(C)C(=O)Nc2ccc3c(c2)OCO3)Oc2ccc(NC(=O)C3CCCCC3)cc2C1=O	.	.	.	-1%	-6%	.	.	-5	-8%	3
CCN(CC(=O)Nc1c(F)cccc1F)C(=O)CNC(=O)c1ccc2ccccc2c1	.	.	.	3%	13%	.	1	15	-24%	-5
CC1CCCCC1NC(=O)Cn1cnc2sccc2c1=O (stereo not drawn)	.	.	.	11%	12%	.	4	6	6%	5
CCN(Cc1ccccc1)C(=O)CN1C(=O)NC(CC)(c2ccc(F)cc2)C1=O (stereo not drawn)	3	0%	-4%	-2%	7%	3%	-2	-3	12%	-83*
COc1cccc(NCc2ccc([N+](=O)[O-])s2)c1	-5	2%	?	-1%	-3%	2%	-1	-1	-38%	24
CCCCNC(=O)OC(C)CNC(=O)OC (stereo not drawn)	6	-4%	0%	2%	1%	1%	1	-4	23%	-7
Cc1ccc2nc(SCC(=O)NCc3ccc(F)cc3)nc(=O)n2c1	.	.	.	.	-7%	.	4	7	16%	-6
Cc1sc2nc(CSCC(=O)N(CCC#N)c3ccccc3)[nH]c(=O)c2c1C	-1	7%	-1%	12%	-2%	15%	0	12	-19%	-21
O=C(CCc1ccccc1)NCCCNC(=O)CCc1ccccc1	.	.	.	4%	3%	.	-2	13	4%	5
Cc1c(-c2n[nH]c(=S)n2-c2ccc(Br)cc2)nnn1-c1ccc(Cl)cc1	-1	0%	1%	-3%	-3%	-2%	4	7	?	-6
COc1ccc(C(NC(=O)CC(C)C)c2c(O)ccc3ccccc23)cc1 (stereo not drawn)	1	4%	9%	25%	3%	-3%	2	.	1%	8
CCCCN(C)C(=O)CCCc1c[nH]c2ccccc12	0	10%	-6%	2%	-4%	1%	12	-2	13%	-14
CC1Cc2ccccc2N1C(=O)C1CC(=O)N(c2ccccc2)C1 (stereo not drawn)	0	21%	2%	0%	4%	0%	20	?	0%	-8
NC(=O)c1ccccc1NC(=O)c1ccccc1Cl	1	21%	-9%	7%	-4%	-2%	1	-2	8%	5
CCCCc1nc(N)c(C#N)c(-c2ccco2)c1CCC	0	-5%	104%[activator]	21%	3%	-4%	-1	4	16%	9
COC(=O)Cn1cnc2c(cnn2-c2ccc(OC)cc2)c1=O	1	-2%	-5%	-1%	7%	7%	7	11	28%	0
CCOC(=O)Cn1cnc2c(sc3nc(C)cc(C)c32)c1=O	0	3%	-9%	-1%	5%	4%	0	5	2%	1
COc1cccc(NC(=O)Nc2nc(SC)ns2)c1	0	6%	-13%	-2%	29%	-2%	6	21	13%	2
O=C(/C=C/C=C/c1ccc2c(c1)OCO2)N1CCCCC1	0	.	.	31%[activator]	3%	.	0	6	24%	3
COc1cc2cc(CCOC(=O)c3ccc(C(F)(F)F)cc3)oc(=O)c2cc1OC	.	.	.	-12%	0%	.	1	2	-8%	-2
CN(C)S(=O)(=O)c1cccc(NC(=O)c2cc([N+](=O)[O-])ccc2N2CCCCC2)c1	.	.	.	-2%	-3%	.	1	-21	-29%	16
CCOC(=O)c1c(C)[nH]c(C)c1S(=O)(=O)NC1CCN(C(=O)OCC)CC1	2	5%	-4%	3%	6%	-1%	-1	-9	-11%	1
COc1ccc(OC)c(NC(=O)NNS(=O)(=O)c2ccc(C)cc2C)c1	.	5%	-2%	-1%	-12%	-4%	-1	15	-12%	11
